Compound activity from PubChem BioAssay.
SRC1 TRFRET art = TR-FRET artefact, counter-screen to PPARgamma/SRC-1 agonist assay; TR-FRET ratio at 8 µM; TR-FRET detection artefact counter-screen, emission ratio; hits give high values; AID 1051; 99,000 tested, 0.34% active; in the data active = TR-FRET ratio above about 2300; note: inactives centre near 1800; reference of the scale not given here
SRC3 TRFRET art = flags TR-FRET format artefacts in PPARgamma SRC-3 recruitment agonist screen | TR-FRET artefact counter-screen, PPARgamma/SRC-3 format; hits give high values | TR-FRET ratio at 8 µM | 99,000 tested, 0.39% active | AID 1048; in the data active = TR-FRET ratio above about 2000; note: inactives centre near 1600; reference of the scale not given here
An asterisk follows results filed as active.

The line under a structure holds: SRC1 TRFRET art, SRC3 TRFRET art
- CCN(CC)c1ccc(/C=N/NC(=O)c2cccc(S(=O)(=O)Nc3ccccc3OC)c2)cc1
    2098, 1923
- O=C(COC(=O)c1cc(=O)c2ccccc2o1)NC1CCCC1
    1631, 1590
- CC1CN(C(=O)c2cccc(S(=O)(=O)Nc3ccc(Cl)cc3)c2)CC(C)O1 (stereo not drawn)
    1749, 1493
- Cc1cccc(CNCc2ccccc2)c1
    1915, 1570
- CC(C)[C@H](NS(=O)(=O)c1ccccc1)C(=O)OCC(=O)N1N=C(c2ccc(Cl)cc2)CC1c1ccco1 (stereo partly drawn)
    1623, 1312
- O=C(c1ccc([N+](=O)[O-])cc1)N1CCN=C1SCc1ccccc1
    1621, 1227
- O=S(=O)(NCc1ccco1)c1cccc(S(=O)(=O)N2CCCCC2)c1
    2092, 1576
- COc1ccc(NC(=O)c2c(NC(=O)CCC(=O)O)sc(-c3ccccc3)c2C)cc1
    2044, 1726
- Cc1nnc(SCC(=O)NC(=O)Nc2ccc3c(c2)OCCO3)s1
    1949, 1441
- COc1ccc(C=O)cc1Oc1nc(Cl)ncc1F
    1672, 1510
- CCCCCCNC(=O)c1ccc(Br)o1
    1889, 1543
- Cc1cc(N2CC(C)OC(C)C2)nc(C(C)C)n1 (stereo not drawn)
    2004, 1765
- COc1ccc(-n2c(-c3ccc(C)cc3)n[nH]c2=S)cc1
    1890, 1750
- S=C(NCc1cccs1)Nc1ccc(Br)cc1Cl
    1848, 1676
- Cc1cc2nc(N=C(N)N)nc(C)c2cc1C
    1622, 1465
- CCn1cc([N+](=O)[O-])c(C(=O)Nc2ccn(C34CC5CC(CC(C5)C3)C4)n2)n1
    1800, 1738
- Cc1ccccc1NC(=O)/C(C#N)=C/c1ccsc1
    2048, 1664
- O=C(COc1ccccc1C(=O)NCC1CCCO1)Nc1ccc(Br)cc1 (stereo not drawn)
    1780, 1628
- CCN(CC)S(=O)(=O)c1ccc(NC(=O)c2c(-c3ccccc3)noc2C)cc1
    1865, 1645
- COC(C(=O)NNC(=O)CCc1ccccc1)c1ccccc1 (stereo not drawn)
    1612, 1653
- COc1ccc(C)cc1NC(=O)Nc1ccccc1SC
    1734, 1476
- Cc1nc(N2CCC(C)CC2)c2c(C)c(C(=O)Nc3ccccc3C(F)(F)F)sc2n1
    1804, 1562
- Cc1ccc2oc(=O)c3cc(C(=O)NCCN4CCc5ccccc5C4)sc3c2c1
    1737, 1691
- CCc1sc(N)nc1-c1ccccc1
    2215, 1840
- CC1(C)CC(=O)C(N=Nc2ccc(Cl)cc2)=C(O)C1
    1796, 1556
- COc1ccc(NC(=O)N2c3ccc(OC)cc3C(C)=CC2(C)C)cc1
    1919, 1713
- COC(=O)c1ccc(C2OCC(C)(C)CO2)cc1
    1888, 1722
- COc1ccc(CCNC(=O)c2ccccc2N(C)S(=O)(=O)c2ccccc2)cc1
    2037, 1439
- Cn1c(SCC(=O)NC(=O)CN2CCCC2=O)nnc1-c1ccc(F)cc1
    1963, 1684
- CC(=O)Nc1cccc(NC(=O)CS(=O)(=O)c2cn(CC(=O)N3CCOCC3)c3ccccc23)c1
    1746, 1459
- Cc1ccc(C)c(NC(=O)CSc2nc3c(c(=O)n2C)SC(C)C3)c1 (stereo not drawn)
    1805, 1672
- O=C(Nc1nnc(C2CC2)s1)C1COc2ccccc2O1 (stereo not drawn)
    2117, 1613
- CN(C)CCCN1C(=O)CSC1c1ccc([N+](=O)[O-])cc1 (stereo not drawn)
    1933, 1513
- Oc1c(C(Nc2cccc(C(F)(F)F)c2)c2ccncc2)ccc2cccnc12 (stereo not drawn)
    1923, 1580
- O=C(NNC(=O)c1ccccc1[N+](=O)[O-])c1ccccn1
    1714, 1618
- C/C(=C\c1ccc2c(c1)OCO2)C(=O)c1c(C)cc(C)[nH]c1=O
    2014, 1738
- CC(=O)OCC1OC(OC(C)=O)C(NC(=O)c2cccnc2)C(OC(C)=O)C1OC(C)=O (stereo not drawn)
    1674, 1483
- Cc1cc(C)c(OCCOCCN(C)C)c(Br)c1
    1863, 1297
- O=C(CCNC(=O)c1ccco1)Nc1ccccc1N1CCOCC1
    1835, 1784
- CCC(=O)Nc1ccc(C(=O)Nc2c[nH]c(=O)[nH]c2=O)cc1
    1893, 1809
- CNCc1cc(Br)c(OCC(=O)Nc2ccccc2OC)c(OC)c1
    1741, 1537
- COc1ccc(S(=O)(=O)N2CCC(C(=O)N3CCC(C(N)=O)CC3)CC2)cc1Cl
    1735, 1426
- CCOC(=S)SCc1cn2ccccc2n1
    1727, 1525
- CCOC(=O)C(C)Sc1cnccn1 (stereo not drawn)
    1760, 1531
- CC(C)c1ccc(NC(=S)NNC(=O)c2cccnc2)cc1
    1795, 1680
- Cc1ccc2[nH]c3c(=S)nc[nH]c3c2c1
    2302, 2834*
- Nc1[nH]nc2nc3ccccc3cc12
    1820, 1669
- O=C(O)CNc1nc(-c2ccccc2)c2cc([N+](=O)[O-])ccc2n1
    1739, 1633
- COC(=O)c1nn(-c2ccc(C)cc2)c2nnc(Cc3ccccc3)c(=O)n12
    1503, 1636
- CC(C)CCOc1ccc(C2CC(=O)N(C)C2=O)cc1 (stereo not drawn)
    1486, 1460
- NC(CC(=O)O)c1ccc(Br)cc1 (stereo not drawn)
    1721, 1686
- Cc1cc(S(=O)(=O)NCC(C)C)ccc1OCC(=O)NCC1CCCO1 (stereo not drawn)
    1731, 1498
- O=C1CN(c2ccc(Cl)cc2)C2(CCCCC2)S1
    1792, 1656
- Cc1cccc(C)c1NC(=S)N(C)CCc1ccccn1
    2005, 1822
- Nc1c(-c2ccccc2)c(CSc2nc3ccccc3[nH]2)nn1-c1ccc(C(=O)O)cc1
    1758, 1579
- CCC(C)NC(=O)CNC(=O)Cn1c(C)cc2ccccc2c1=O (stereo not drawn)
    1742, 1751
- CCO[C@@H]1OC(C(=O)O)=C[C@H](c2csc3ccccc23)[C@H]1CCCO
    1820, 1484
- O=C1C2CC=CCC2C(=O)N1c1ccc(NCCc2ccc(Cl)cc2)c([N+](=O)[O-])c1 (stereo not drawn)
    1732, 1541
- Cc1cc(Br)c(Cl)cc1NC(=O)CN1C(=O)C2C3CC(c4ccccc4)C(C3)C2C1=O (stereo not drawn)
    1976, 1450
- CC(=O)c1c(C)nc(-c2ccc(OCC(=O)Nc3ccccc3)cc2)n1O
    1897, 1710

The listing continues:
The line under a structure holds: SRC1 TRFRET art, SRC3 TRFRET art
- COC(=O)c1cn(C(=O)c2ccccc2Cl)c2ccccc12
    1992, 1601
- NC(=O)COc1ccc(C23CC4CC(CC(C4)C2)C3)cc1
    1602, 1523
- O=C(CSc1nc2c(sc3ccccc32)c(=O)n1CCCN1CCCC1)NCc1ccco1
    1833, 1473
- CC(C)N1CN=C(Nc2nc3ccccc3o2)NC1
    1846, 1535
- Nc1nc(SCC(=O)Nc2ccccc2)nc2nc3c(cc12)CCCC3
    1698, 1570
- Cc1cccc(NNC(N)=S)c1
    1689, 1601
- C=CCC1CCCCC12NC(=O)NC2=O (stereo not drawn)
    1695, 1534
- COc1cc(-c2nnc3sc(-c4ccco4)nn23)cc(OC)c1OC
    1863, 1370
- COc1ccc(N2C(=O)C3CCCCC3C2=O)cc1NC(=O)c1ccccc1 (stereo not drawn)
    1732, 1598
- COC(=O)CCC/C=C1/SCC(NC(=O)c2ccccc2)C1NC(C)=O (stereo not drawn)
    1450, 1417
- O=C(CNc1ccc2c(c1)OCO2)N/N=C\c1ccccc1Cl
    1961, 1522
- CCOc1ccc2nc(N(CCN(CC)CC)C(=O)c3ccc([N+](=O)[O-])cc3)sc2c1
    1613, 1561
- O=C(CS(=O)CC(=O)N(c1cccc(F)c1)C(C(=O)NC1CCCCC1)c1ccco1)Nc1ccc(F)cc1 (stereo not drawn)
    1783, 1675
- Cc1cc(C(=O)CSc2ncccn2)c(C)n1Cc1ccco1
    1718, 1445
- Cc1ccc(NC(=O)c2cc(S(=O)(=O)NCCC3=CCCCC3)ccc2F)cc1F
    1671, 1543
- CCOc1cc(CN2CCN(CCc3ccccc3)C(CCO)C2)ccc1OC (stereo not drawn)
    1556, 1598
- O=C(NCc1ccccn1)c1cccc(NS(=O)(=O)c2cccc(F)c2)c1
    1952, 1685
- O=C(C[n+]1ccccc1)Nc1c(Cl)cc(Cl)cc1Cl
    1780, 1392
- CCN1C(=O)c2ccccc2S(=O)c2ccc(C(=O)NCCCN3CCCC3=O)cc21 (stereo not drawn)
    1782, 1668
- Cc1ccc(-n2nnnc2SCC(=O)Nc2sccc2C#N)cc1
    1991, 1778
- Cc1cccc(C)c1OCCNC(=O)C(=O)NCc1ccco1
    1852, 1611
- Cc1ccc(CNC(=O)CCC2CCCN(Cc3cccc4ncccc34)C2)o1 (stereo not drawn)
    1736, 1572
- CCOc1cc(NC(=S)NCCCN2CCOCC2)c(OCC)cc1NC(=O)C(C)C
    2068, 1736
- COc1ccc(S(=O)(=O)Nc2cc(C(=O)NCCCOC(C)C)ccc2N2CCOCC2)cc1
    2128, 1576
- CCC1(c2ccc(Cl)cc2)NC(=O)N(Cc2ccc(C(=O)OC)cc2)C1=O (stereo not drawn)
    1870, 1695
- COc1ccc(OCC(=O)Nc2cc(OC)cc(OC)c2)cc1
    1500, 1477
- Cc1cc(C)c2c(n1)sc1c(-c3ccccc3)c(C#N)c(N)nc12
    1756, 1638
- CCCCOc1ccc(/C(O)=C2/C(=O)C(=O)N(Cc3cccnc3)C2c2ccncc2)c(C)c1 (stereo not drawn)
    1995, 1763
- Cc1ccc(-c2nn(-c3cccc(F)c3)cc2CN(Cc2nccn2C)C(C)C)o1
    1800, 1717
- COc1ccc(-c2cc(C(=O)Nc3c(Cl)cc(Cl)cc3Cl)c3ccccc3n2)cc1OC
    2137, 1583
- CCNC(=S)N/N=C(\C)c1cccc(OC)c1
    1664, 1473
- COc1cccc(N/C(SCc2cccc([N+](=O)[O-])c2)=C(/C#N)C(=O)NCc2cccs2)c1
    1790, 1390
- Cc1cccc(NC(=O)NCCc2ccc(Cl)cc2)c1
    1786, 1290
- CCCN1CN(Cc2ccccc2)CNC1=S
    1553, 1521
- CCC(=O)NC(c1ccco1)c1cc(Cl)c2cccnc2c1O (stereo not drawn)
    1611, 1699
- CCOc1ccc2[nH]c(=O)c(CN(CC3COCCO3)C(=O)c3ccc(C)cc3)cc2c1 (stereo not drawn)
    1823, 1455
- O=C(NCc1ccc(-c2nc3ccccc3s2)cc1)c1ccco1
    1846, 1539
- O=C1CN(C(=O)CSc2nncs2)c2ccccc2N1
    1592, 1527
- CN(c1ccc(OCC(=O)OCC(=O)Nc2ccccc2)cc1)S(=O)(=O)c1cccs1
    1767, 1582
- CC(=O)c1cc(-c2ccccc2)n(CC(=O)Nc2cccc(C)c2)c1C
    1679, 1498
- COCCCn1cc(C(=O)c2ccccc2OCC(=O)Nc2cccc(F)c2)cc(C#N)c1=O
    1836, 1282
- COc1ccccc1NC(=O)C1=C(C)NC(=O)NC1c1cccs1 (stereo not drawn)
    1889, 1504
- CCOC(=O)c1sc(NC(=S)NC(=O)C2CC2)cc1C
    1735, 1459
- COCCNC(=S)NCc1cccs1
    1554, 1354
- O=C(NCc1ccccn1)c1cccc(NS(=O)(=O)c2ccccc2F)c1
    1625, 1308
- C#CCOCCOCCOCCNc1nc(N2CCN(C(=O)[C@H](CCC(=O)O)n3cc(C(N)Cc4ccc(O)cc4)nn3)CC2)nc(N2CCN(C(=O)[C@H](CCC(=O)O)n3cc(C(N)CC(C)C)nn3)CC2)n1 (stereo partly drawn)
    1768, 1708
- Cc1ccc(-c2noc(=O)n2CC(=O)c2ccc(Cl)cc2)cc1
    1871, 1437
- Cc1ccc(NC(=O)NNC(=O)c2snnc2C)cc1
    1828, 1522
- COc1ccccc1NC(=S)NCc1ccccn1
    1827, 1574
- Cc1ccc(NC(=O)COC(=O)c2cccc3c2C(=O)c2ccccc2C3=O)c(C)c1
    1535, 1514
- NC(=O)COC(=O)c1cc(S(=O)(=O)N2CCN(c3ccccc3)CC2)ccc1Cl
    1877, 1737
- CCN(CC)c1ccc(/C=N/Nc2ccc(C)cc2)c(O)c1
    1813, 1586
- Cc1ccc(C=C2C(=O)c3ccccc3C2=O)o1
    1838, 1592
- Cc1c(-n2cc(C(=O)O)c(=O)c3cc(F)c(N4CCCC(O)C4)c(F)c32)c(=O)n(-c2ccccc2)n1C (stereo not drawn)
    1953, 1570
- Cc1ccc(C(=O)NCCc2nnc3ccc(SCC(=O)Nc4c(C)cc(C)cc4C)nn23)cc1
    2019, 1707
- CCN(CC)S(=O)(=O)c1cccc(-c2n[nH]c(=S)n2C(C)COC)c1 (stereo not drawn)
    1920, 1488
- CCC(Sc1nc2c(c(=O)[nH]1)CCC2)C(=O)Nc1cccc(OC)c1 (stereo not drawn)
    1697, 1554
- O=C(O)CCC(=O)N1N=C(c2ccc(Br)cc2)CC1c1cccs1 (stereo not drawn)
    2285, 1887

Of the compounds above, nine have an NH in an aromatic ring.
The line under a structure holds: SRC1 TRFRET art, SRC3 TRFRET art
- COc1ccc(-n2c(-c3ccc(C)cc3)n[nH]c2=S)cc1
    1890, 1750
- C/C(=C\c1ccc2c(c1)OCO2)C(=O)c1c(C)cc(C)[nH]c1=O
    2014, 1738
- CCC(=O)Nc1ccc(C(=O)Nc2c[nH]c(=O)[nH]c2=O)cc1
    1893, 1809
- Cc1ccc2[nH]c3c(=S)nc[nH]c3c2c1
    2302, 2834*
- Nc1[nH]nc2nc3ccccc3cc12
    1820, 1669
- Nc1c(-c2ccccc2)c(CSc2nc3ccccc3[nH]2)nn1-c1ccc(C(=O)O)cc1
    1758, 1579
- CCOc1ccc2[nH]c(=O)c(CN(CC3COCCO3)C(=O)c3ccc(C)cc3)cc2c1 (stereo not drawn)
    1823, 1455
- CCN(CC)S(=O)(=O)c1cccc(-c2n[nH]c(=S)n2C(C)COC)c1 (stereo not drawn)
    1920, 1488
- CCC(Sc1nc2c(c(=O)[nH]1)CCC2)C(=O)Nc1cccc(OC)c1 (stereo not drawn)
    1697, 1554

Some of the compounds tested; count on the stated rates, not on these rows.
